Source: PubChem BioAssay (National Center for Advancing Translational Sciences (NCATS))
Giardia killer – Small Molecules that selectively kill Giardia lamblia: qHTS | Giardia lamblia trophozoite viability | activity change, % at 7.66 µM, hits read low | 0.15% of 340,000 active | AID 540267, 2011; in the data active = activity change below about -80%; inconclusive = between about -30% and that limit;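 note: parasites exposed to compound for two days anaerobically before the ATP read; % is set by controls: 0 for no effect and ±100 for the full control effect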
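Each well holds 100 Giardia trophozoites and compound. After two days (48 hrs) at 37 deg C in anaerobic conditions, ATP is quantified by luminescence.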
RORgamma inh – qHTS for inhibitors of ROR gamma transcriptional activity. Nuclear receptor ROR-gamma (Mus musculus), P51450. Drosophila S2 Gal4-RORgamma UAS-luciferase reporter, 20 h. Potency, µM (doses to about 53.6 µM), inactives show at the top dose activity change, negative = inhibition, hits mostly inhibitors. 5.4% of 310,000 active; note: potency is the fitted concentration of half-maximal effect; % is set by controls: 0 for no effect and ±100 for the full control effect; nearly all actives have a fitted effect of over 60% in size
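Luminescence from a UAS-regulated Photinus luciferase reporter in stably transfected Drosophila Schneider cells is measured; decreased signal marks ROR gamma inhibition. Fusion expression is induced by 700 uM copper sulfate for 20 hr.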
NPC1 promoter act – qHTS Assay for NPC1 Promoter Activators; Huh7 NPC1 promoter luciferase reporter, 24 h; Potency, µM (top dose mostly 9.22 µM), for the others: at the highest dose activation, most hits filed as activators; 2.4% of 320,000 active;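 note: potency is the fitted concentration of half-maximal effect; % of control where 0% means no effect; nearly all actives have a fitted effect of over 60% in size; reporter is driven by a mutant NPC1 promoter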
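NPC1 promoter–luciferase Huh7 cells; 24 h compound; luminescence.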
PKM2 act – qHTS Assay for Activators of Human Muscle isoform 2 Pyruvate Kinase; Potency, µM (titrated, usually from 57.5 µM), without a hit: at the highest dose activation, hits mostly activators; Pyruvate kinase PKM (Homo sapiens), P14618; 0.34% of 260,000 active; AID 1631, 2009; purified PKM2, Kinase-Glo ATP luminescence, activation; response scale: 0% is enzyme alone, no compound; note: potency is the fitted concentration of half-maximal effect; % is set by controls: 0 for no effect and ±100 for the full control effect; nearly all actives have a fitted effect of over 55% in size
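hPK-M2, >95% pure; 0.1 mM ADP / 0.5 mM PEP final; imidazole pH7.2 buffer w/ 7 mM MgCl2, 50 mM KCl; 1 h RT; Kinase-Glo lum. Intermediate enzyme activity for dual inhibitor/activator qHTS.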
Menin-MLL TR inh – qHTS Assay for Inhibitors Targeting the Menin-MLL Interaction in MLL Related Leukemias: Competition With Texas Red Labeled MLL-derived Mutant Peptide; O00255; 0.23% of 270,000 active; AID 1768, 2009; Menin + Texas Red MLL mutant peptide, fluorescence polarization; Potency, µM (highest dose often 61.6 µM), without a hit: at the top dose FP activity change, negative = inhibition, actives largely listed as inhibitors; active = well fitted inhibition curve with a large enough effect in the polarisation, with a control signal flat, not every such curve was filed as active; inconclusive = small, poorly fitted or top-dose-only effect, or effect the other way, or a change in a side signal; inactive = no such curve, though single readings can be large or run the other way; the % refers to the polarisation; note: potency is the fitted concentration of half-maximal effect; % of control where 0% means no effect; many of its hits are not listed in these tables
Target sequence (O00255 whole entry, looked up): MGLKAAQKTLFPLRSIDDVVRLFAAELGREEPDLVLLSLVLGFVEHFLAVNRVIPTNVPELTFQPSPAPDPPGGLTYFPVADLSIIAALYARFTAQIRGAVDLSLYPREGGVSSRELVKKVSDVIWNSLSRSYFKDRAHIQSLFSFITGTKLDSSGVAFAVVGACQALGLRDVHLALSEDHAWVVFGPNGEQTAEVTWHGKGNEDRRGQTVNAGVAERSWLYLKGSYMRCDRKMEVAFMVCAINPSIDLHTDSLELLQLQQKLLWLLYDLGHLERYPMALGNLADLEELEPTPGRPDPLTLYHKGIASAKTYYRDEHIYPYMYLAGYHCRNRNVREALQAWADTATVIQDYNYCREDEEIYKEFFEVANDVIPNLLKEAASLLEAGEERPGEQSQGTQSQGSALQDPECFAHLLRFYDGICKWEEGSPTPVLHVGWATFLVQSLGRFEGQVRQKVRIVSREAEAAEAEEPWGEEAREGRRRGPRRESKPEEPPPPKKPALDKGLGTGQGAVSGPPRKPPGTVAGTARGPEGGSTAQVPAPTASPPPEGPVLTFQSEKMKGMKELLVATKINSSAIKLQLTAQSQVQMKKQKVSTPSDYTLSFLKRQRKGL
Rab9 promoter act – qHTS Assay for Rab9 Promoter Activators | Huh7 Rab9 promoter-luciferase reporter, luminescence, 24 h | Potency, µM (top dose mostly 9.22 µM), for the others: at the highest dose activation, negative = inhibition, most hits filed as activators | 2.8% of 320,000 active; note: potency is the fitted concentration of half-maximal effect; % of control where 0% means no effect; nearly all actives have a fitted effect of over 60% in size
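Quantitative HTS format; Huh7 Rab9-luciferase reporter cells (1500/well) receive compound 2 h post-plating, incubate 24 h at 37 °C, then get luciferase reagent for 10 min before luminescence reading.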
ELG1 genotox – qHTS screen for small molecules that induce genotoxicity in human embryonic kidney (HEK293T) cells expressing luciferase-tagged ELG1 | HEK293T ELG1-luciferase reporter, luminescence, 16 h | Potency, µM (top dose mostly 46 µM), for inactives: at the top dose activity change, positive = activation, actives largely listed as activators | 1.3% of 330,000 active | AID 504466, 2011; note: potency is the fitted concentration of half-maximal effect; % of control where 0% means no effect; nearly all actives have a fitted effect of over 60% in size
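After overnight (16 hr) compound treatment at 37 °C, ELG1-luciferase HEK293T cells were lysed with ONE-Glo; luminescence quantified 30 min later at room temperature.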
Gal4-VP16 FLuc – VP16 counterscreen qHTS for inhibitors of ROR gamma transcriptional activity; 3.5% of 310,000 active; Potency, µM (doses to about 53.6 µM), inactives show at the highest dose activity, negative = inhibition, actives largely listed as inhibitors; Drosophila S2 Gal4-VP16 UAS-luciferase, luminescence, 20 h;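 note: Gal4-VP16 expression switched on by copper sulfate through the metallothionein promoter; potency is the fitted concentration of half-maximal effect; % is set by controls: 0 for no effect and ±100 for the full control effect; nearly all actives have a fitted effect of over 50% in size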
FLuc counter – qHTS profiling assay for firefly luciferase inhibitor/activator using purifed enzyme and Km concentrations of substrates (counterscreen for miR-21 project); Luciferin 4-monooxygenase (Photinus pyralis), P08659; Potency, µM (top dose mostly 57.5 µM), for inactives: at the highest dose activity change, negative = inhibition, actives largely listed as inhibitors; 6.9% of 360,000 active; purified FLuc, Km substrates, luminescence inhibition;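 note: potency is the fitted concentration of half-maximal effect; plate controls were vehicle for no effect and reference inhibitor for full effect; nearly all actives have a fitted effect of over 55% in size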
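Purified P. pyralis luciferase, 10 nM final, with Km-level 10 uM D-luciferin and 10 uM ATP in 50 mM Tris acetate pH 7.5, 10 mM Mg acetate, 0.01% Tween-20, 0.05% BSA; 6-point qHTS titration about 60 µM downward; luminescence read.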
p53 reactivator – qHTS assay for re-activators of p53 using a Luc reporter. H1299 p53-A138V BP100-luciferase reporter, luminescence, 24 h. Potency, µM (doses to about 92.2 µM), for inactives: at the highest dose activity change, positive = activation, hits mostly activators. 0.063% of 320,000 active; note: potency is the fitted concentration of half-maximal effect; % of control where 0% means no effect; nearly all actives have a fitted effect of over 45% in size
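p53-null H1299 cells stably carrying temperature-sensitive p53-A138V and a BP100-luciferase reporter were pinned with compounds (4-point, 1:5 series) and held 24 hrs at 37 deg C. Luminescence was read 10 min after detection reagent.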
BRCA1 expr act – qHTS Assay to Identify Small Molecule Activators of BRCA1 Expression; MCF7-BRCA1-FFLuc reporter, luminescence, 48 h; response scale: scaled: vehicle 0%, 10 µM genistein 100%; Potency, µM (titrated, usually from 46.1 µM), without a hit: at the highest dose activation, most hits filed as activators; 1.1% of 380,000 active; AID 624202, 2012; note: potency is the fitted concentration of half-maximal effect; nearly all actives have a fitted effect of over 80% in size; some results filed as inactive show a strong effect at the top dose
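Luminescence from a BRCA1-driven firefly luciferase in MCF7 cells was read after 48 h compound exposure at 37 C. Data normalized against DMSO and a 10microM genistein activation control, then curve-fitted across the titration.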
* hit, by the source's call; u = inconclusive; x = not tested or not shown; [ ] = dose if it differs, or a comment. Unless noted, calls come from the whole dose curve; as a rule, active = well fitted curve in the direction sought with a large enough effect; inconclusive = small, poorly fitted or top-dose-only effect, or another doubt; inactive = no such curve, though single readings can be large; an effect the other way counts as inactive or inconclusive.

SMILES	Giardia killer	RORgamma inh	NPC1 promoter act	PKM2 act	Menin-MLL TR inh	Rab9 promoter act	ELG1 genotox	Gal4-VP16 FLuc	FLuc counter	p53 reactivator	BRCA1 expr act
COc1cc(C(=O)O)ccc1OC(C)=O	-5	-2%	2%	-1%	16%	0%	-3%	-15%	0%	3%	13%
CCN(CC(=O)Nc1ccc(NC(C)=O)cc1)C(=O)C1CC(=O)N(Cc2ccc(C)cc2)C1 (stereo not drawn)	26	x	0%	x	x	0%	2%	x	0%	5%	7%
Cc1ccc(CSc2nnc(-c3ccc4c(c3)OCO4)o2)cc1	-19	37%	3%	2%	1%	-6%	8%	5%	u	4%	u
Cn1c(=O)cc(Nc2ccc(Cl)cc2)[nH]c1=O	12	3%	2%	x	u	1%[1.84 µM]	-6%	2%	1%	-2%	-22%
COc1ccc(OC)c(NC(=O)CCCNC(=O)c2ccc(Cl)cc2)c1	-4	26%	1%	x	2%	0%	1%	-3%	2%	3%	-1%
O=C(CCNS(=O)(=O)c1ccccc1C(F)(F)F)NCCCSc1ccccc1	-14	8%	-3%	0%	6%	-1%	-9%	-1%	6%	-15%	-24%
Cc1ccc(NC(=O)CCCCCC2NC(=O)NC2C)cc1 (stereo not drawn)	-2	21%	-5%	2%	29%	1%	-5%	-2%	4%	-1%	-6%
CCCCNCCOCCOc1ccc(F)cc1	0	-3%	0%	-1%	-1%	0%	1%	-1%	0%	3%	4%
O=C(NCC(=O)N1CCCCCCC1)c1cccc([N+](=O)[O-])c1	16	x	8%	x	x	12%	-2%	x	-17%	u	33%
Cc1cc(C(F)F)n2nc(C(=O)NCc3ccccc3F)nc2n1	9	5%	-4%	-2%	-12%	-3%	-1%	0%	0%	-1%	-15%
Cc1ccc(N(CC(=O)NCc2ccco2)C(=O)CCC(=O)Nc2nccs2)cc1	-19	13%	-4%	-1%	x	-4%	-1%	1%	-2%	-2%	-1%
CC(=O)Cn1c(CN2CC(C)CC(C)C2)nc2c1c(=O)n(C)c(=O)n2C (stereo not drawn)	23	-75%	2%	0%	-8%	-3%	2%	0%	7%	-1%	13%
Cc1ccc(SCC(=O)OC(C)C(=O)Nc2ccc(S(N)(=O)=O)cc2)cc1C (stereo not drawn)	2	x	1%	x	x	1%	0%	x	3%	-4%	11%
COC(=O)C1CCN(C(=O)c2cc(-c3ccc(Cl)s3)nc3ccccc23)CC1	12	x	-1%	x	x	-5%	-11%	x	u	-5%	3%
NS(=O)(=O)c1ccc(CCNC(=O)Cc2ccc(S(=O)(=O)N3CCOCC3)s2)cc1	-8	x	-2%	x	x	1%	0%	x	1%	3%	1%
CC(C)(C)NC(=O)NC(=O)CN1CCN(c2ccccc2)CC1	14	17%	-2%	1%	12%	-3%	1%	4%	0%	1%	0%
CCOC(=O)c1ccc(NC(=S)NN2CCOCC2)cc1	16	u	2%	-6%	-3%	5%	8%	u	-13%	u	52%
O=C(COC(=O)CN1C(=O)C2CCCCC2C1=O)NC1CCS(=O)(=O)C1 (stereo not drawn)	4	-1%	-3%	-2%	-1%	3%	1%	2%	4%	-2%	-1%
COc1ccccc1C(=O)COC(=O)CNS(=O)(=O)c1ccc(NC(C)=O)cc1	-1	6%	-2%	0%	x	20%	3%	3%	3%	8%	-24%
Cc1cccc(OCC(=O)N2CCN(C(=O)CCC3CCCC3)CC2)c1	-18	u	1%	27%	0%	-2%	-5%	u	0%	6%	-26%
N#Cc1ccc(C(=O)Nc2nc(SCc3ccc(Cl)cc3)n[nH]2)cc1	-8	-1%	-7%	-4%	1%	-8%	29%	-9%	-1%	1%	13%
CN(C)CCNc1nc(-c2ccccc2)c2c(c1C#N)CC(C)(C)OC2	-10	-14%	-2%	2%	-13%	9%	2%	-13%	1%	0%	23%
COC(=O)Cn1ncc2c3ccccc3n(Cc3ccccc3)c2c1=O	-5	-22%	-1%	0%	x	-4%	-7%	1%	-1%	2%	5%
COc1ccccc1-c1cnn2c(NC3CCCC3)cc(C)nc12	-25	10µM*	u	x	u	2.8µM*	u	u	1.9µM*	26%	u
CCC1(c2ccccc2)NC(=O)N(CC(=O)NNC(=O)COc2ccc(Cl)cc2C)C1=O (stereo not drawn)	11	x	0%	x	x	-4%	-3%	x	u	-4%	-1%
The list goes on.
SMILES	Giardia killer	RORgamma inh	NPC1 promoter act	PKM2 act	Menin-MLL TR inh	Rab9 promoter act	ELG1 genotox	Gal4-VP16 FLuc	FLuc counter	p53 reactivator	BRCA1 expr act
COC(=O)C1C(=O)C2=C(CC1C)NC(C)=C(C(=O)OC1CCCC1)C2c1ccc(N(C)C)cc1 (stereo not drawn)	-9	u	1%	3%	0%	3%	-2%	-8%	5%	-7%	-25%
Cc1noc(C)c1S(=O)(=O)Nc1ccc(C(=O)NCc2ccccc2)cc1	17	23%	-2%	7%	-3%	-7%	2%	-10%	0%	-6%	-2%
Cc1ccc(-c2nn(C)c(=O)c3ccccc23)cc1S(=O)(=O)NCCO	1	-20%	0%	-5%	5%	-8%	u	-4%	9%	-9%	-54%
COc1ccc(C(=O)NCc2ccc3c(c2)OCO3)cc1S(=O)(=O)N(C)Cc1ccccc1	-1	15%	0%	6%	7%	2%	-1%	-20%	1%	-2%	-28%
COCCCn1c(SCC(=O)Nc2ccccc2)nnc1-c1ccncc1	-17	-9%	-5%	-1%	2%	-7%	0%	1%	0%	0%	-15%
COc1ccc(CNC(=O)CN(C(=O)CCC(=O)Nc2nccs2)c2ccc3c(c2)OCO3)cc1	-2	11%	-3%	x	x	-6%	5%	1%	-1%	-5%	-7%
CC(C)=CCCC(C)CN1CCC(n2nccc2NC(=O)c2cccnc2)CC1 (stereo not drawn)	-4	-19%	0%	1%	x	0%	-2%	1%	-1%	2%	-41%
Oc1ccc(C[C@H]2CNCCN2CCCCC2CCCCC2)cc1	11	x	-4%	x	x	-5%	-1%	x	3%	-23%	0%
CCc1ccc2nc(N3C(=O)c4oc5ccccc5c(=O)c4C3c3ccc(OC)c(OC)c3)sc2c1 (stereo not drawn)	x	10%	0%	-4%	22%	0%	2%	-11%	-1%	8%	x
N/C(=N\OC(=O)CC1CCCCC1)c1ccncc1	15	24%	0%	3%	5%	1%	8%	u	19µM*	10%	15%
CC(C)c1ccc(/C=C/C(=O)Nc2nn[nH]n2)cc1	x	22%	11%	-1%	3%	0%	-1%	4%[10 µM]	u	6%	x
O/N=C/c1cc2ccccc2n1Cc1ccccc1F	-6	-27%	-7%	0%	-22%	-6%	1%	-20%	5%	9%	-8%

Another view of part of the listing above:
Molecule,Giardia killer,RORgamma inh,NPC1 promoter act,PKM2 act,Menin-MLL TR inh,Rab9 promoter act,ELG1 genotox,Gal4-VP16 FLuc,FLuc counter,p53 reactivator,BRCA1 expr act
COc1ccc(CNC(=O)CN(C(=O)CCC(=O)Nc2nccs2)c2ccc3c(c2)OCO3)cc1,-2,11%,-3%,x,x,-6%,5%,1%,-1%,-5%,-7%
CC(C)=CCCC(C)CN1CCC(n2nccc2NC(=O)c2cccnc2)CC1 (stereo not drawn),-4,-19%,0%,1%,x,0%,-2%,1%,-1%,2%,-41%
Oc1ccc(C[C@H]2CNCCN2CCCCC2CCCCC2)cc1,11,x,-4%,x,x,-5%,-1%,x,3%,-23%,0%
CCc1ccc2nc(N3C(=O)c4oc5ccccc5c(=O)c4C3c3ccc(OC)c(OC)c3)sc2c1 (stereo not drawn),x,10%,0%,-4%,22%,0%,2%,-11%,-1%,8%,x
N/C(=N\OC(=O)CC1CCCCC1)c1ccncc1,15,24%,0%,3%,5%,1%,8%,u,19µM*,10%,15%
CC(C)c1ccc(/C=C/C(=O)Nc2nn[nH]n2)cc1,x,22%,11%,-1%,3%,0%,-1%,4%[10 µM],u,6%,x
O/N=C/c1cc2ccccc2n1Cc1ccccc1F,-6,-27%,-7%,0%,-22%,-6%,1%,-20%,5%,9%,-8%

This is a subset; the hit share may differ from the screen's.
